# TDP1 block = TDP1 (human) enzyme inhibition. Q9NUW8. recombinant TDP1, AlphaScreen DNA substrate cleavage. Potency, µM (highest dose often 130 µM), for the others: at the top dose activity change, negative = inhibition, most hits filed as inhibitors. 350,000 tested, 0.28% active; also: nearly all actives have a fitted effect of over 40% in size
# Target sequence (Q9NUW8 whole entry, looked up): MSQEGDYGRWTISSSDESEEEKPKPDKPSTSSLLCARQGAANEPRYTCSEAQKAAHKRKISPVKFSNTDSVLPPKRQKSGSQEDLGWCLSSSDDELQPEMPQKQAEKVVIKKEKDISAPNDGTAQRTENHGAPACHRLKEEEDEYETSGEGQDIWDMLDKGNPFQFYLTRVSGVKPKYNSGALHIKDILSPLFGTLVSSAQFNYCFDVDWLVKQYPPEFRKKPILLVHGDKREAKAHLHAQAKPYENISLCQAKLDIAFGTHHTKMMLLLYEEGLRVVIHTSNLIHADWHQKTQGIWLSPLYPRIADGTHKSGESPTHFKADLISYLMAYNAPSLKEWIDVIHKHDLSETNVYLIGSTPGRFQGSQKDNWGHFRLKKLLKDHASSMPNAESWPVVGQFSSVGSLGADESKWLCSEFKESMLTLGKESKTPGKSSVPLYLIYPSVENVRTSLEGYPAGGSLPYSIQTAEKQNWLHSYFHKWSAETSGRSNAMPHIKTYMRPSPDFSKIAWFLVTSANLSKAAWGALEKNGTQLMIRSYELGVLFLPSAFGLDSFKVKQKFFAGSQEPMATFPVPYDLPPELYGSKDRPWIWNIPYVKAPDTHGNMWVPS
#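 Compounds were preincubated with Tdp1 (1 nM final) for 15 min at room temperature before substrate (15 nM final) started a 5 min reaction; beads (10 ug/ml final) were then added for 10 min before AlphaScreen detection.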
# N370S GC mod = inhibitors or activators of N370S glucocerebrosidase for Gaucher disease; P04062; N370S GC spleen homogenate, 4MU-glucoside fluorescence; Potency, µM (top dose mostly 59.4 µM), for inactives: at the highest dose activity change, negative = inhibition, usual class: inhibitors; 330,000 tested, 0.092% active; AID 2101;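 also: 0% = full enzyme activity and -100% = no enzyme basal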
# FEN1 inhibitor = human FEN1 inhibition. P39748. Recombinant FEN1 flap cleavage, fluorescence, 15 min. Potency, µM (highest dose often 114 µM), for the others: at the top dose activity change, negative = inhibition, hits mostly inhibitors. 390,000 tested, 0.35% active. AID 588795; also: nearly all actives have a fitted effect of over 65% in size
# Target sequence (P39748 whole entry, looked up): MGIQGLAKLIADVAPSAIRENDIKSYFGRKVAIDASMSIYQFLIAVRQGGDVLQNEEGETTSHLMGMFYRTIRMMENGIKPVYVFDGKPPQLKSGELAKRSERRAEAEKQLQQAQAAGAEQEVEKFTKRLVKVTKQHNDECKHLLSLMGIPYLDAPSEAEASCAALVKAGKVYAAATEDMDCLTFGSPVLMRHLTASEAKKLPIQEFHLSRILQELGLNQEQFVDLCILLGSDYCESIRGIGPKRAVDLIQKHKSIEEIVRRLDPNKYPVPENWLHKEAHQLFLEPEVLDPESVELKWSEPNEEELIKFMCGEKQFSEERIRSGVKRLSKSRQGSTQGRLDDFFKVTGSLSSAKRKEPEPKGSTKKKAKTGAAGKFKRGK
#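 Nuclease activity of 10 nM FEN1 was measured after 15 min of room-temperature exposure to titrated compounds, by adding 50 nM flap substrate and reading plates at 0 and 15 min.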
# * hit, by the source's call; ? = inconclusive; . = no result given; & = joins results of further samples; [ ] = remark or other dose. Calls follow the shape of the dose curve; as a rule, active = well fitted curve in the direction sought with a large enough effect; inconclusive = small, poorly fitted or top-dose-only effect, or another doubt; inactive = no such curve, though single readings can be large; an effect the other way counts as inactive or inconclusive. Unless noted, % is scaled to controls: 0 for no effect and ±100 for the full control effect; potency is read from the fitted curve at half-maximal effect.
SMILES,TDP1 block,N370S GC mod,FEN1 inhibitor
Fc1cccc(NC(=S)NCCCN2CCOCC2)c1,4%,6%,0%
COCc1c(C(=O)OCC(=O)c2ccc[nH]2)oc2ccccc12,-4%,.,-12%
Fc1cc(Cl)ccc1NC1=NCCCCC1,.,0%,7%
O=C(/C=C/c1ccccc1[N+](=O)[O-])N1CCc2ccccc2C1,.,6%,9%
COc1ccccc1NC(=O)CCC(=O)Nc1nnc(C2CCCCC2)s1,3%,27%,-5%
CC1=CC(C)(C)N(C(=O)CNC2CCCC2)c2cc(C)ccc21,10%,-22%,-5%
Cc1ccc(-c2nc3ncccn3c2Nc2ccc3c(c2)OCCO3)o1,10%,-2%,-3%
COc1ccc(NS(=O)(=O)c2cc(C(=O)NNC(=O)c3ccncc3)ccc2OC)c(OC)c1,0%,.,10%
Cc1nn(C)cc1/C=N/NC(=O)Cn1nccc1C,5%,10%,2%
O=C(Nc1cc2c(cc1C(=O)c1ccccc1)OCCO2)c1ccc(Br)cc1,-2%[12.3 µM],.,3%
CCOC(=O)N1CCC(NCCNC(=O)c2ccco2)CC1,-3%,12%,4%
COC(=O)c1ccc(N2CCN(CC(=O)c3ccc(-c4ccccc4)cc3)CC2)c([N+](=O)[O-])c1,7%,2%,-7%
O=C(NNC(=S)NC1CCCCC1)c1ccccc1Cl,8%,-10%,3%
O=C(COC(=O)C1(c2cccc(F)c2)CCCC1)NCc1cccs1,-6%,6%,-21%
O=C(NCC1CCCO1)c1cccc(NC(=O)c2ccccc2)c1 (stereo not given),-1%,2%,19%
CCCCCc1cc(=O)oc2c(C(CCN3CCCC3)c3cc(OC)c(OC)c(OC)c3)c(OC)cc(OC)c12 (stereo not given),.,?,-14%
COc1cc(NC(=O)c2cc(S(=O)(=O)N3CCC(C)CC3)cn2C)cc(OC)c1OC,-1%,.,-2%
CC(O)CNC(=O)C1CCN(Cc2ccc(OCc3ccccc3)cc2)CC1 (stereo not given),-1%,0%,3%
Cc1cc(C(=O)OCC(=O)c2ccc3c(c2)OCCO3)c(C)o1,6%,-12%,-18%
CCOC(=O)c1ccc(NC(=O)c2nc[nH]c2C(=O)N2CCN(c3ccccc3)CC2)cc1,-15%,9%,-6%
C[C@]12CCC(=O)C[C@@H]1CC[C@@H]1[C@@H]2CC[C@]2(C)C=CC[C@@H]12,4%,3%,7%
O=C(Nc1cccc(S(=O)(=O)NC2=NCCC2)c1)c1cc(=O)[nH]c2ccccc12,0%,.,-5%
CC(C)N1CCC(=NNc2ccc(S(=O)(=O)N3CCOCC3)cc2[N+](=O)[O-])CC1,5%,-7%,4%
Cc1nn2c(-c3cccc(NC(=O)c4ccccc4)c3)nnc2c2ccccc12,-1%,.,-2%
CC(C)C1N(C(=O)N(C)C)CCN1S(=O)(=O)c1ccccc1 (stereo not given),.,-11%,11%
CCO/C(C)=N/n1c2nc3ccccc3nc2c2c(=O)n(Cc3ccccc3Cl)c(C)nc21,-2%,-11%,-15%
CCCCc1ccc(S(=O)(=O)NNC(=S)NCc2ccco2)cc1,3%,-24%,3%
CCNC(=O)CSc1nnc(-c2cc(-c3ccc(Cl)cc3)nc3ccccc23)o1,5%,18%,3%
CC(=O)CC(c1ccccc1)c1c(O)c2ccccc2oc1=O (stereo not given),7%[56.1 µM],5%&2%&5%&7%,-3%&3%&1%
COC(=O)C1=C(C)N(C)C(=O)NC1c1cc2c(cc1Br)OCO2 (stereo not given),2%,-8%,9%
CCN1CCN(C(c2ccc(C)cc2)c2sc3nc(-c4ccco4)nn3c2O)CC1 (stereo not given),5%,.,3%
CCOc1ccc(CCNC(=O)c2cc(C)nn2-c2ccccc2)cc1,1%,5%,-4%
CCOc1ccc(C(C(=O)NCCOC)N(CCOC)C(=O)CCC(=O)Nc2ccccn2)cc1 (stereo not given),.,1%,-16%
C[C@H](NC(=O)[C@@H](N)Cc1ccc(O)cc1)C(=O)NCC(=O)N[C@H]1CSSC[C@@H](C(=O)O)NC(=O)[C@H](CO)NC(=O)[C@H]([C@@H](C)O)NC(=O)[C@H](Cc2ccccc2)NC(=O)[C@H]([C@@H](C)O)NC(=O)[C@H](CCCCN)NC(=O)[C@H](Cc2c[nH]c3ccccc23)NC(=O)[C@H](Cc2ccccc2)NC(=O)[C@H](Cc2ccccc2)NC(=O)[C@H](CC(N)=O)NC(=O)[C@H](CCCCN)NC1=O,10%,-3%,.
C#CCn1c2ccccc2c2nc3ccccc3nc21,.,-6%,17%
O=C(O)c1ccc(N2C(=O)/C(=C/c3ccc(-c4ccc([N+](=O)[O-])cc4)o3)C=C2c2ccccc2)cc1,1%,-4%,?
COC(=O)c1c(SCC(=O)Nc2cccc(Cl)c2C)[nH]c2ccccc2c1=O,3%,.,-7%
Cc1ccsc1C1Nc2ccccc2C(=O)N1O (stereo not given),8%,0%,6%
CCc1ccc(NC(=O)CCCc2nc(-c3ccco3)no2)cc1,-4%,.,-13%
COc1ccc(N(C)S(=O)(=O)c2cccc(C(=O)NCC(c3ccco3)N3CCCC3)c2)cc1 (stereo not given),.,-8%,-9%

# Whole records, looked up by structure. Order of screens: TDP1 block | N370S GC mod | FEN1 inhibitor
# COC(=O)c1c(SCC(=O)Nc2cccc(Cl)c2C)[nH]c2ccccc2c1=O as listed: 3% | . | -7%
# CCOc1ccc(C(C(=O)NCCOC)N(CCOC)C(=O)CCC(=O)Nc2ccccn2)cc1 (stereo not given) as listed: . | 1% | -16%

# Additional records.
SMILES,TDP1 block,N370S GC mod,FEN1 inhibitor
COC(=O)c1cccc(-c2noc(-c3ccccc3F)n2)c1,1%,.,-4%
Cc1cc(O)ccc1N/C=C/c1onc(C)c1[N+](=O)[O-],2%,-10%,6%
O=C(Cn1c(=O)c(C(F)(F)F)nc2ccccc21)Nc1cccc(Br)c1,5%,.,10%
CC(C)NS(=O)(=O)c1ccc(CCC(=O)N2CCOCC2)cc1,-9%,9%,-10%
COCCNC(=O)CSc1ccccc1C(=O)NCC1CCCCC1,4%,7%,14%
COc1ccc(CN2CC(C(=O)NCc3ccc4c(c3)OCO4)CC2=O)cc1 (stereo not given),1%,19%,1%
OC1(c2ccccc2Cl)NN=C2CCCCCN21 (stereo not given),-5%,-1%,-3%
O=C(Nc1cccc(S(=O)(=O)N2CCCCCC2)c1)C1CC(=O)N(c2ccc3c(c2)OCCO3)C1 (stereo not given),.,-3%,13%
CCCCn1c(SCC(=O)c2ccccc2)nc2c(sc3ccccc32)c1=O,-6%,.,17%
O=C(O)Cc1ccc2ocnc2c1,-9%,-2%,2%
CCCC(=O)Nc1nnc(/C=C/c2ccccc2)s1,0%,?,15%
COc1ccc(CCN2CC(C(=O)N(C)C3CCOCC3)CCC2=O)cc1 (stereo not given),5%,9%,2%
Cc1ccc(C(=O)N/N=C\c2cccnc2)s1,4%,0%,-6%
COc1ccc(C(CCNCc2ccccc2F)c2ccc(F)cc2)cc1 (stereo not given),0%,-9%,-6%
COc1ccc(C(=O)NCc2nnc(SCC(=O)N3CCCCCC3)o2)cc1OC,0%,-29%,-9%
O=C(O)/C=C/C(=O)Nc1ccc(S(=O)(=O)Nc2nccs2)cc1,7%,-10%,?
CC(C)(C)c1ccc(Oc2ccc(NC(=O)C3CC=CCC3C(=O)O)cc2)cc1 (stereo not given),.,10%,-17%
Cn1c(=O)c2c(SCC(=O)NCc3ccc(F)cc3)nc(-c3ccccc3Cl)nc2n(C)c1=O,-3%,.,-10%
Cc1cc(C)cc(NC(=O)CCc2c(C)nc3c4cccnc4nn3c2C)c1,6%,.,3%
CC1CCN(C(=O)COC(=O)c2ccc(N3CCCC3=O)cc2)CC1,1%,.,10%
COc1ccc(OCC(=O)NNC(=O)C2CCC2)cc1,2%,.,8%
Cc1ccc(C)c(OCC(=O)O/N=C(\N)c2cccnc2)c1,.,17%,-15%
O=C(c1cc(COc2cccc3cnccc23)on1)N1CCCC(CCCO)C1 (stereo not given),1%,-6%,4%
Cc1ccc(NC(=S)N2CCN(C(=O)c3ccccc3)CC2)c(C)c1,0%,-8%,2%
O=C(O)c1cccc(Nc2nc3ccccc3nc2NS(=O)(=O)c2ccccc2)c1,3%,.,2%
CCc1cc2c(=O)c(Oc3ccccc3F)c(C)oc2c(CN(C)C)c1O,3%,-6%,-5%
O=C(Nc1ccc2nc(SCC(=O)N3CCCc4ccccc43)sc2c1)c1ccccc1,4%,.,?
Nc1nonc1OCCOCCOCCOc1nonc1N,3%,-4%,-2%
COc1cccc(/C=C2\CCC(C3CCCC3)C2=O)c1OC (stereo not given),.,15%,9%
O=C(Nc1ccc(/C=C/c2nc3ccccc3o2)cc1)c1cccc(C(F)(F)F)c1,7%,-29%,0%
Cc1[nH]c2ccccc2c1C(c1ccccn1)c1c(C)[nH]c2ccccc12,9%,-1%,5%
CCOC(=O)CSc1nnc(CNC(=O)c2ccc(S(=O)(=O)N3CCOCC3)cc2)n1C,-1%,9%,11%
O=c1c2nnn(Cc3ccc(Cl)cc3)c2ncn1Cc1ccc(F)cc1,-4%,0%,-18%
Cc1cccc(C)c1Nc1c(-c2ccccc2Cl)nc2cnccn12,0%,.,-1%
CCOC(=O)c1c(C)nc2c(c1-c1ccccc1)C(=O)CC(C)(C)C2,-2%,3%,-5%
CC1CCCCC1NC(=O)c1ccc(NS(=O)(=O)c2ccc3[nH]c(=O)[nH]c3c2)cc1 (stereo not given),-7%,-11%,5%
CC(C)C(C)NC(=O)COc1ccc(S(=O)(=O)N2CCOCC2)cc1[N+](=O)[O-] (stereo not given),-3%,-17%,15%
CCCC(NC(=O)CCl)c1ccccc1 (stereo not given),0%,-15%,-3%
O=C(COC(=O)c1ccc2ccccc2n1)Nc1ncc(C(F)(F)F)cc1Cl,-3%,0%,0%
CCC(C)(C)n1nnnc1C(c1ccc(OC)c(OC)c1)N1CCN(c2ccc(OC)cc2)CC1 (stereo not given),1%,7%,-4%

# Of the compounds above, 3 have bromine.
SMILES,TDP1 block,N370S GC mod,FEN1 inhibitor
O=C(Nc1cc2c(cc1C(=O)c1ccccc1)OCCO2)c1ccc(Br)cc1,-2%[12.3 µM],.,3%
COC(=O)C1=C(C)N(C)C(=O)NC1c1cc2c(cc1Br)OCO2 (stereo not given),2%,-8%,9%
O=C(Cn1c(=O)c(C(F)(F)F)nc2ccccc21)Nc1cccc(Br)c1,5%,.,10%

# Looked up one by one from the list above:
SMILES,TDP1 block,N370S GC mod,FEN1 inhibitor
COc1cccc(/C=C2\CCC(C3CCCC3)C2=O)c1OC (stereo not given),.,15%,9%
O=C(COC(=O)c1ccc2ccccc2n1)Nc1ncc(C(F)(F)F)cc1Cl,-3%,0%,0%
Nc1nonc1OCCOCCOCCOc1nonc1N,3%,-4%,-2%
CC(C)C(C)NC(=O)COc1ccc(S(=O)(=O)N2CCOCC2)cc1[N+](=O)[O-] (stereo not given),-3%,-17%,15%

# (cont.)
SMILES,TDP1 block,N370S GC mod,FEN1 inhibitor
Cc1cc(C)n(C(=O)c2ccc(Cn3nc(C)c(Br)c3C)o2)n1,5%,7%,-19%
CN(C)S(=O)(=O)N(CC(=O)Nc1ccc(F)c(F)c1)c1ccccc1,1%,4%,6%
COc1ccccc1Nc1nn2c(=O)c3ccc(C(=O)NCCCOC(C)C)cc3nc2s1,6%,.,-6%
COc1ccc(Oc2cnn(-c3ccccc3)c(=O)c2Br)cc1,-3%,5%,9%
O=C(O)c1c(-c2ccc(Cl)cc2)cn2ccccc12,6%,3%,12%
COc1ccc(-c2nc(CSc3nnc(C)n4c3cc3sccc34)c(C)o2)cc1,3%,.,8%
CC1CCCCN1C(=O)COC(=O)CNC(=O)c1ccc(Cl)cc1Cl (stereo not given),.,-4%,5%
Cc1ccc(S(=O)(=O)N2CCN(C(=O)Cn3c(=O)cnc4ccccc43)CC2)c(C)c1,0%,.,5%
C#CCOc1ccc(Br)cc1/C=N/O,0%,-5%,-15%
O=[N+]([O-])c1ccc(N2N=C(c3ccco3)CC2c2ccccc2)cc1 (stereo not given),4%,9%,-18%
Cc1cccc(NC(=O)/C(C#N)=C/c2cccc([N+](=O)[O-])c2)n1,.,-10%,12%
COc1ccc(C(C)=O)cc1CSc1nnc(Nc2ccccc2)s1,3%,12%,-17%
CCN(CC(=O)NCCCn1ccnc1)S(=O)(=O)c1ccc(C)cc1,-2%[0.0935 µM],-2%,13%
Cn1cc(C(=O)O)c(-c2ccc3c(c2)OCCCO3)n1,1%,-1%,-10%
CCC(C)NC(=O)c1ccc(COc2ccccc2Cl)cc1 (stereo not given),-2%,-20%,-13%
Cc1ccc(N2CCN(S(=O)(=O)c3ccc(F)c(C(=O)Nc4ccc(Cl)cc4Cl)c3)CC2C)cc1 (stereo not given),5%,.,-2%
CN(C)c1ccc(S(=O)(=O)NCC(=O)OCC(=O)c2ccc[nH]2)cc1[N+](=O)[O-],1%,.,8%
Cc1cccc2c1-c1sc(C(=O)NCCCN3CCC(C)CC3)cc1CO2,0%,?,-20%
CNC(=O)C1CCC(Cn2c(=O)c3sccc3n(CC(=O)Nc3cc(F)ccc3F)c2=O)CC1 (stereo not given),10%,.,0%
O=C(/C=C/c1ccccc1F)N1CCN(c2ccccn2)CC1,3%,-7%,-20%

# Assay outcomes deposited in PubChem by National Center for Advancing Translational Sciences (NCATS).
